T cell modulator – T cell immune modulators affecting CD8 T cell-vesicle binding | 2C CD8+ T cell-vesicle binding, flow cytometry; active compounds read low | 0.068% of 330,000 active | calls only at 7 µM;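 active = response, share of CD8 T cells binding vesicles, and their 90th percentile fluorescence all below set limits, cut at about 80% in these data, passing the limit was not always enough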
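Incubation: binding step 1.5 h, 37 °C, antibody labelling 20 min, ice; system: murine 2C transgenic CD8+ T lymphocytes; technique: cytometric PE anti-B7-1 and Alexa647 anti-CD8 signals after 1% paraformaldehyde fixation; also added: QL9-charged Drosophila Ld/ICAM-1/B7-1 vesicles; control set: naked versus QL9-loaded vesicles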
SV40 large T antigen – TAg ATPase/helicase activity blockers – biochemical (AID 1903); SV40 large T antigen ATPase/helicase inhibition assay; higher % means a stronger effect; inhibition, % at 20 µM; hits with a dose series show IC50 in µM; 0.39% of 310,000 active; in the data active = a potency from the dose series; inconclusive = inhibition mostly from about 32% at the one dose, without a potency; inactive = the rest, 99 in 100 with inhibition below about 32%; note: strong numbers were not always called active
Rac1 GTP hydrolysis – MgcRacGAP GTPase-activating activity inhibitors, confirmation, biochemical, ADP Hunter fluorescence. MgcRacGAP-stimulated Rac1 GTP hydrolysis, ADP Hunter fluorescence; higher % means a stronger effect; GST-tagged Rac1 F28L mutant substrate. inhibition, % at 30 µM, or IC50 in µM where a hit was titrated. 0.6% of 340,000 active. AID 624330;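 active = first-screen hits whose inhibition reached a set limit at any dose in the follow-up dose series; inconclusive = inhibition above the set first-screen limit but never retested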;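 note: fluorescence reports GDP produced by GAP-driven GTP hydrolysis; strong numbers were not always called active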
Salmonella PhoP GFP – inhibitors of PhoP regulon expression, primary screen, Salmonella Typhimurium, GFP reporter (AID 1863) | S. Typhimurium PhoP-regulated promoter GFP reporter, 4 h; higher % means a stronger effect | one-dose inhibition, % at 50 µM; IC50 in µM for titrated hits | 0.16% of 300,000 active;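 active = inhibition over 29.93%, a cutoff 3 SD above the screen mean, later confirmed by dose response; inconclusive = inhibition over 29.93% but no dose response follow-up; inactive = inhibition at most 29.93% or unconfirmed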;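 note: 0% = low Mg2+ inducing control and 100% = high Mg2+ repressing control; strong numbers were not always called active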
K1F lysis inhibition – inhibition of K1F phage lysis, E. coli UTI89, bacterial capsule biogenesis inhibitors, alamar blue (AID 488966); 0.02% of 340,000 active; inhibition, % at 100 µM, or IC50 in µM where a hit was titrated; E. coli UTI89 K1F phage lysis, alamar blue, 2 h; higher % means a stronger effect;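 active = phage lysis inhibition, versus mean bacterial control, above a set limit; inconclusive = no clear call, values can overlap the other calls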;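 note: capsule biogenesis inhibitors block K1F phage lysis so surviving cells raise fluorescence; higher fluorescence means more inhibition of phage lysis; actives were called in the ten point dose series up to 300 µM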
TNAP activators – stimulation of alkaline phosphatase TNAP activity – biochemical, luminescent, no phosphate acceptor, uHTS, primary screen (AID 1001); purified TNAP, luminescent activation assay, no phosphate acceptor; higher activation fold means a stronger effect; activation fold at 20 µM, or EC50 in µM where a hit was titrated; 0.03% of 200,000 active; in the data active = activation fold from about 3, or a potency from the dose series; inactive = the rest, 99 in 100 with activation fold below about 1.6; note: many of its hits are not listed in these tables
Myeloid diff 2 – promotes myeloid progenitor differentiation. ER-HoxA9 myeloid progenitors, lysozyme-GFP differentiation, flow cytometry. calls only at 10 µM. 1% of 360,000 active. AID 624256;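 active = normalized GFP-positive differentiation at or above the plate's own cutoff, the solvent-only control mean plus 3 SD; inconclusive = no clear call, values can overlap the other calls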;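 note: cells exposed to compound for four days before flow analysis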
RSV CPE inhibition – RSV antiviral activity via CPE protection, HEp-2 cells, primary 10 µM value included (AID 2391); HEp-2 cells, RSV-induced CPE inhibition; higher % means a stronger effect; one-dose CPE inhibition, % at 10 µM; IC50 in µM for titrated hits; 0.13% of 310,000 active; in the data active = a potency from the dose series; inconclusive = CPE inhibition mostly from about 23% at the one dose, without a potency; inactive = the rest, 99 in 100 with CPE inhibition below about 21%; note: strong numbers were not always called active
NTR1 ag – agonists of NTR1, primary screen, imaging, U2OS cells, beta-arrestin-GFP, high content (AID 493036) | NTR1-U2OS beta-arrestin-GFP spot imaging, agonist mode | P30989 | 0.17% of 330,000 active | activation, % at 20 µM;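 active = activation at or above 40% of the spot to cytoplasm intensity ratio, with at least 20 cells analyzed; inconclusive = wells under 20 cells, flagged as cytotoxic or low count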;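 note: 0% = DMSO without peptide and 100% = 100 nM NTR1 peptide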
Target sequence (P30989 whole entry, looked up): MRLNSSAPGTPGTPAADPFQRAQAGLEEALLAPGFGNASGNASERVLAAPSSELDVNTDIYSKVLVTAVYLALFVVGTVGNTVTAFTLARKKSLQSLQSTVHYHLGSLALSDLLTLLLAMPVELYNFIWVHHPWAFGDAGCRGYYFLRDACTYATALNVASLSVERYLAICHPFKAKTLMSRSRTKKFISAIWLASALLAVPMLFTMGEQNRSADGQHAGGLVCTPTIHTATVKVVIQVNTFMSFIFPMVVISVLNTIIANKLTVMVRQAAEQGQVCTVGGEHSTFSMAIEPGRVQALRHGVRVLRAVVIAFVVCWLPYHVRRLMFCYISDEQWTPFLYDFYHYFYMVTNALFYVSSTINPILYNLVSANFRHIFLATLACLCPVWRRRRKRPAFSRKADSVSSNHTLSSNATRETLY
T cell modulator vesicle-bound % – second read-out of T cell modulator, no call of its own (marks repeat the call); double positive events, %; measured here: CD8+ vesicle-bound cell fraction;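 binding gate set so that unloaded-vesicle control wells show 10% double positive cells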
NTR1 ag cell count 20 µM – further read-out of NTR1 ag, marked with its call; cell count; measured here: cell count, cytotoxicity flag
Myeloid diff 2 GFP+ MAC1+ % – second read-out of Myeloid diff 2, no call of its own (marks repeat the call); GFP+ MAC1+ double positive, %; measured here: differentiation confirmed by MAC1 staining
The depositor's hits bear a star; i = inactive; ? = inconclusive; / = not tested or not shown; + = active, no number; [ ] = dose if it differs, or a comment.

Below each SMILES – T cell modulator	T cell modulator vesicle-bound %	SV40 large T antigen	Rac1 GTP hydrolysis	Salmonella PhoP GFP	K1F lysis inhibition	TNAP activators	Myeloid diff 2	Myeloid diff 2 GFP+ MAC1+ %	RSV CPE inhibition	NTR1 ag	NTR1 ag cell count 20 µM
> CCc1ccc(NC(=O)N(CCN2CCOCC2)C2CCN(C(C)=O)CC2)cc1
 : i	24	-12%	13%	10%	0.1%	1	i	0.5	-0.6%	0.3	48
> Cc1cc(C)cc(NC(=O)CN2CCC(NC(=O)Cc3ccccc3)CC2)c1
 : i	57	5%	-5%	10%	0.8%	1.1	i	10	-2.0%	0.0	46
> COc1ccc(CNC(=O)CN(Cc2ccc(Cl)cc2)C(=O)c2csnn2)cc1
 : i	57	-2%	4%	2%	-0.8%	/	i	0.8	0.4%	0.1	53
> COc1ccc(N2CCN(C(C)C(=O)N3CC(C)OC(C)C3)CC2)cc1 (centres undefined)
 : i	61	16%	27%	-8%	0.2%	0.9	i	0.3	-0.4%	-0.3	46
> Cc1ccc(CS(=O)(=O)c2nc3c(c(N(C)C)n2)CCCC3)cc1
 : i	30	1%	4%	6%	-0.5%	1.1	i	0.3	3.2%	7.4	58
> Cc1c(C(=O)N2CCN(c3ccccn3)CC2)sc2ncnc(N3CCOCC3)c12
 : i	39	12%	3%	-1%	1.6%	1.1	i	5.4	0.1%	0.0	44
> CCOC(=O)c1ccc(NC(=S)Nc2ccccn2)cc1
 : i	31	4%	0%	-17%	1.4%	0.9	i	0.0	15%	-0.2	93
> CC(=O)Nc1ccc(NS(=O)(=O)c2ccc3c(c2)n(C)c(=O)n3C)cc1
 : i	60	10%	-2%	49%	-1.2%	/	i	0.4	1.5%	0.0	59
> Brc1ccc(-c2nc(N/N=C/c3cccnc3)c3ccccc3n2)cc1
 : i	59	1%	12%	6%	0.2%	1.1	+	2.6*	-1.8%	28	33
> COc1ccc(C2/C(=C(/O)c3ccc4c(c3)CC(C)O4)C(=O)C(=O)N2CCCn2ccnc2)cc1 (centres undefined)
 : i	23	12%	9%	-4%	0.5%	/	i	1.0	1.3%	0.2	70

(next part)
Below each SMILES – T cell modulator	T cell modulator vesicle-bound %	SV40 large T antigen	Rac1 GTP hydrolysis	Salmonella PhoP GFP	K1F lysis inhibition	TNAP activators	Myeloid diff 2	Myeloid diff 2 GFP+ MAC1+ %	RSV CPE inhibition	NTR1 ag	NTR1 ag cell count 20 µM
> CC(OC(=O)c1ccc([N+](=O)[O-])s1)C(=O)Nc1ncc(Cl)cc1Cl (centres undefined)
 : i	15	-5%	3%	-4%	-3.6%	1.2	i	1.7	1.4%	-0.3	59
> COc1ccc(OC)c(NC(=O)CNC(=O)Cn2cnc3sc(C)cc3c2=O)c1
 : i	9	4%	-15%	0%	-0.1%	/	i	4.5	0.8%	2.4	52
> Cc1ccc(C(=O)Nc2nc(-c3ccc([N+](=O)[O-])cc3)cs2)o1
 : i	55	7%	4%	8%	2.1%	1.1	i	0.7	5.7%	1.1	52
> Cc1cccc2[nH]c3c(N4CC=C(c5ccc(F)cc5)CC4)ncnc3c12
 : i	55	10%	/	-8%	/	/	i	0.0	/	20	59
> CS(=O)(=O)c1ccc(C(=O)OCC(=O)NNC(=O)COc2ccc(Cl)cc2)cc1
 : i	37	13%	-4%	-2%	1.0%[50 µM]	/	i	1.6	-2.0%	-0.5	55
> O=C(Cn1c(CC(=O)N2CCCC2)nc2ccccc21)NCc1ccccc1
 : i	40	14%	-1%	-3%	-3.7%	1.1	i	0.8	1.4%	1.6	76
> O=C(Nc1nnc(C2CC2)s1)c1cc(S(=O)(=O)N2CCCCC2)ccc1N1CCOCC1
 : i	24	12%	12%	/	0.2%	/	i	0.2	2.3%	0.7	56
> CC(=O)c1ccc(NS(=O)(=O)c2ccc(N)cc2)cc1
 : i	53	5%	5%	5%	-0.3%	1.1	i	0.1	2.6%	1.3	45
> O=C(O)COc1ccc(Br)cc1/C=N\Nc1ccccn1
 : i	42	8%	8%	-4%	0.4%	/	i	0.3	0.0%	-0.1	60
> CC(C)c1c(C(=O)N/N=C/c2ccccc2C(=O)O)nnn1-c1nonc1N
 : i	36	5%	4%	13%	0.1%	/	i	0.6	-0.1%	0.4	55

Further records follow.
Below each SMILES – T cell modulator	T cell modulator vesicle-bound %	SV40 large T antigen	Rac1 GTP hydrolysis	Salmonella PhoP GFP	K1F lysis inhibition	TNAP activators	Myeloid diff 2	Myeloid diff 2 GFP+ MAC1+ %	RSV CPE inhibition	NTR1 ag	NTR1 ag cell count 20 µM
> Cc1ccc(S(=O)(=O)n2c([N+](=O)[O-])cnc2C)cc1C
 : i	40	-2%	2%	3%	-2.9%	1	i	0.3	0.3%	3.2	59
> CN(C)CCCNC(=O)CCc1ncc(C(F)(F)F)cc1Cl
 : i	28	4%	2%	-7%	0.1%	1.1	i	0.2	-1.2%	0.8	43
> C=CCNC(=S)Nc1ccc(C)c(S(=O)(=O)N2CCCCC2)c1
 : i	34	9%	2%	10%	-0.1%	1.1	i	1.0	13%	1.7	56
> Cc1cc2c(cc1C)C(c1ccccc1OC(C)C)CC(=O)N2 (centres undefined)
 : i	54	1%	4%	10%	0.2%	/	?	/	-1.8%	6.8	52
> CCNc1nc(NC#N)nc(SCC(=O)OCC)n1
 : i	41	1%	9%	-1%	1.1%	1.2	i	1.1	0.7%	0.1	49
> COc1ccc(C2C(C(=O)NCCN3CCOCC3)c3ccccc3C(=O)N2C)cc1OC (centres undefined)
 : i	32	11%	2%	-7%	0.1%	1.1	i	0.8	-1.2%	-1.6	70
> COCCCn1c(=O)c2ccccc2n(Cc2ccccc2)c1=O
 : i	34	8%	10%	10%	0.2%	/	i	0.2	-2.3%	-0.7	56
> O=C(c1cc2ccccc2cc1O)N1CCN(c2ccccc2O)CC1
 : i	36	27%	13%	-10%	-0.8%[50 µM]	/	i	0.3	1.7%	1.0	40
> CC(Sc1ccccn1)C(=O)Nc1ccccc1 (centres undefined)
 : i	49	4%	3%	-9%	3.1%	1.1	i	1.8	0.8%	0.6	73
> COc1ccc(N(CC(=O)Nc2ccccc2C(=O)O)S(=O)(=O)c2ccc(C)c([N+](=O)[O-])c2)cc1
 : i	51	9%	-5%	-2%	1.3%	1	i	0.8	1.5%	0.4	56

More structures follow.
Below each SMILES – T cell modulator	T cell modulator vesicle-bound %	SV40 large T antigen	Rac1 GTP hydrolysis	Salmonella PhoP GFP	K1F lysis inhibition	TNAP activators	Myeloid diff 2	Myeloid diff 2 GFP+ MAC1+ %	RSV CPE inhibition	NTR1 ag	NTR1 ag cell count 20 µM
> O=C(CCC(=O)N1CCOc2ccccc21)NCc1cccnc1
 : i	26	3%	-2%	/	0.2%	/	i	2.0	0.8%	-0.1	55
> Cc1ccc(C2NC(c3ccc(C)cc3)C(C)C(=NO)C2C)cc1 (centres undefined)
 : i	31	-4%	3%	7%	2.4%	1	i	2.0	7.8%	13	49
> C=CCNc1sc(C(=O)c2ccc(Br)s2)c(N)c1C#N
 : i	25	11%	6%	-9%	0.2%	1	i	1.1	0.2%	3.9	79
> O=C(CSc1nnc(-c2ccccc2)o1)NC1CCCC1
 : i	23	2%	9%	-3%	2.2%[50 µM]	/	i	0.4	-2.0%	-0.2	44
> O=C(CNC(=O)c1ccc(OC(F)F)cc1)NCc1ccccn1
 : i	52	8%	9%	-1%	1.5%[50 µM]	/	i	1.9	0.3%	-0.2	52
> COc1ccc(NC(=O)C(=O)NCc2ccncc2)c(OC)c1
 : i	37	0%	11%	10%	4.2%	1.1	i	2.8	0.8%	-1.5	62
> CC(=O)C1=C(O)CC(C)(C)CC1=NCc1nc2ccccc2[nH]1
 : i	63	5%	0%	-5%	0.3%	1.1	i	0.4	2.8%	0.8	73
> Cn1c(SCCOc2ccc(Cl)cc2)nnc1-c1ccncc1
 : i	40	4%	10%	-2%	0.7%	1.1	i	0.6	3.2%	3.2	67
> CCCc1cc(C(=O)Nc2sc3c(c2C#N)CCC3)no1
 : i	41	12%	14%	1%	0.0%	1	i	1.0	5.5%	-0.6	58
> C=CCNCCCOc1ccc(C)cc1Br
 : i	2	16%	5%	11%	1.4%[50 µM]	1.1	i	0.6	0.5%	1.4	72

(list continues)
Below each SMILES – T cell modulator	T cell modulator vesicle-bound %	SV40 large T antigen	Rac1 GTP hydrolysis	Salmonella PhoP GFP	K1F lysis inhibition	TNAP activators	Myeloid diff 2	Myeloid diff 2 GFP+ MAC1+ %	RSV CPE inhibition	NTR1 ag	NTR1 ag cell count 20 µM
> COc1ccc(CCNC(=O)c2cnc3scc(C)n3c2=O)cc1OC
 : i	42	1%	1%	5%	0.2%	1.1	i	1.0	1.8%	2.5	52
> O=C(NC(=S)Nc1cc(C(F)(F)F)ccc1N1CCOCC1)c1sc2ccccc2c1Cl
 : i	20	6%	6%	-2%	0.1%	0.9	i	0.0	-1.1%	13	101
> O=C(c1cc(=O)c2ccccc2o1)N1CCCc2ccccc21
 : i	26	3%	4%	-4%	0.5%	1	i	0.7	3.1%	0.4	58
> Cc1ccc(-c2ccc(S(=O)(=O)N3CCN(C)CC3)cc2)cc1
 : i	25	2%	2%	7%	0.3%	1	i	1.4	1.8%	-1.1	58
> COCC(=O)N1CCC(Oc2ccc(C(=O)N(C)CCCC3CCCC3)cc2)CC1
 : i	25	2%	4%	2%	-0.1%	/	i	0.0	4.5%	0.4	63
> Cc1ccccc1C(=O)Nc1ccnn1C1CCN(C(=O)c2ccoc2)CC1
 : i	66	11%	7%	-3%	0.3%	/	i	0.8	0.8%	1.5	64
> CCCCNC(=O)C1CCN(C(=O)C2CCN(S(=O)(=O)c3ccc(C)cc3)CC2)CC1
 : i	33	11%	1%	-6%	-0.1%	/	i	0.5	4.9%	0.0	62
> COc1ccc(CCNC(=O)c2ccccc2)cc1
 : i	23	8%	12%	-6%	1.1%	/	i	0.5	1.3%	-0.8	77
> COCCCNc1nc2ccccc2nc1NS(=O)(=O)c1ccc(C)cc1
 : i	42	23%	9%	-11%	-0.3%[50 µM]	/	i	0.3	2.1%	0.9	50

Source: PubChem (several laboratories)
